# High-throughput results (PubChem BioAssay)
# uPA generation: qHTS for Inhibitors of Cell Surface uPA Generation | hit rate 0.31% among 330,000 | AID 540303, 2011 | cell surface uPA generation assay, qHTS | Potency, µM (series often up to 38.3 µM), for inactives: top-dose activity change, negative = inhibition, usual class: inhibitors; active = well fitted inhibition curve with a large enough effect; inconclusive = small, poorly fitted or top-dose-only effect; inactive = no such curve, though single readings can be large or run the other way; tested in mouse RAW 264.7 cells; also: % is scaled to controls: 0 for no effect and ±100 for the full control effect; nearly all actives have a fitted effect of over 55% in size
# VP16 counter: VP16 counterscreen qHTS for inhibitors of ROR gamma transcriptional activity; hit rate 3.5% among 310,000; AID 2546, 2010; Potency, µM (series often up to 53.6 µM), for inactives: top-dose activity, negative = inhibition, hits mostly inhibitors; Drosophila S2 Gal4-VP16 UAS-luciferase, luminescence, 20 h;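 also: Gal4-VP16 expression switched on by copper sulfate through the metallothionein promoter; % is scaled to controls: 0 for no effect and ±100 for the full control effect; nearly all actives have a fitted effect of over 50% in size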
# RORg inh: qHTS for inhibitors of ROR gamma transcriptional activity; Nuclear receptor ROR-gamma (Mus musculus), P51450; Drosophila S2 Gal4-RORgamma UAS-luciferase reporter, 20 h; Potency, µM (doses to about 53.6 µM), without a hit: top-dose activity change, negative = inhibition, most hits filed as inhibitors; hit rate 5.4% among 310,000; AID 2551, 2010; also: % is scaled to controls: 0 for no effect and ±100 for the full control effect; nearly all actives have a fitted effect of over 60% in size
#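 Stable Schneider cell line, Gal4 DNA-binding domain fused to ROR gamma, UAS-luciferase. Cmpd 1 hr RT → CuSO4 700 uM final → 20 hr RT → luciferase reagent 10 min → luminescence.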
# ELG1 genotox: qHTS screen for small molecules that induce genotoxicity in human embryonic kidney (HEK293T) cells expressing luciferase-tagged ELG1 | HEK293T ELG1-luciferase reporter, luminescence, 16 h | Potency, µM (titrated, usually from 46 µM), for inactives: at the highest dose activity change, positive = activation, usual class: activators | hit rate 1.3% among 330,000; also: % of control where 0% means no effect; nearly all actives have a fitted effect of over 60% in size
#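 HEK293T cells expressing luciferase-tagged ELG1 were treated with compound or DMSO for 16 hr at 37°C. Luciferase activity was then read after 30 min with ONE-Glo at room temperature; rising signal flags genetic stress.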
# NPC1 promoter act: qHTS Assay for NPC1 Promoter Activators | Huh7 NPC1 promoter luciferase reporter, 24 h | Potency, µM (doses to about 9.22 µM), without a hit: top-dose activation, actives largely listed as activators | hit rate 2.4% among 320,000 | AID 485313, 2010;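 also: % of control where 0% means no effect; nearly all actives have a fitted effect of over 60% in size; reporter is driven by a mutant NPC1 promoter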
#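 Huh7 reporter cells (NPC1 promoter driving luciferase) are dosed with compound for 24 h at 37 °C, 5% CO2; luciferase detection reagent is then added and luminescence measured after 10 min at ambient temperature.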
# FLuc modulator: qHTS profiling assay for firefly luciferase inhibitor/activator using purifed enzyme and Km concentrations of substrates (counterscreen for miR-21 project). AID 588342, 2011. Potency, µM (titrated, usually from 57.5 µM), for the others: at the highest dose activity change, negative = inhibition, most hits filed as inhibitors. hit rate 6.9% among 360,000. Luciferin 4-monooxygenase (Photinus pyralis), P08659. purified FLuc, Km substrates, luminescence inhibition;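 also: plate controls were vehicle for no effect and reference inhibitor for full effect; nearly all actives have a fitted effect of over 55% in size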
# Target sequence (P08659 whole entry, looked up): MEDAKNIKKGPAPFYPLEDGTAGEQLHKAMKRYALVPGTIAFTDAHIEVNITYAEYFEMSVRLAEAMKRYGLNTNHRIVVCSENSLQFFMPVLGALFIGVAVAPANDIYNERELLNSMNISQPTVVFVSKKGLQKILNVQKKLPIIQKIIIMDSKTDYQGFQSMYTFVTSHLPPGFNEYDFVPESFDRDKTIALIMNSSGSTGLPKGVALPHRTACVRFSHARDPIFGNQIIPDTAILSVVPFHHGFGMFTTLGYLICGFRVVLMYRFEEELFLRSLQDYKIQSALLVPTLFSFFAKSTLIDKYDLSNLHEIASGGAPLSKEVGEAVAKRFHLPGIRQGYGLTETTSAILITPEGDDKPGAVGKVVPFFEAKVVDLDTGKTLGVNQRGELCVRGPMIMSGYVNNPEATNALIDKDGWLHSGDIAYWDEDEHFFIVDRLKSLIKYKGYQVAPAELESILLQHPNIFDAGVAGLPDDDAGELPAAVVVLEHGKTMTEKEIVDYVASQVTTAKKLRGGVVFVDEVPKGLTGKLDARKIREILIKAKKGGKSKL
#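 Purified P. pyralis luciferase, 10 nM final, with Km-level 10 uM D-luciferin and 10 uM ATP in 50 mM Tris acetate pH 7.5, 10 mM Mg acetate, 0.01% Tween-20, 0.05% BSA; 6-point qHTS titration about 60 µM downward; luminescence read.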
# Rab9 promoter act: qHTS Assay for Rab9 Promoter Activators. Huh7 Rab9 promoter-luciferase reporter, luminescence, 24 h. Potency, µM (doses to about 9.22 µM), inactives show at the highest dose activation, negative = inhibition, actives largely listed as activators. hit rate 2.8% among 320,000; also: % of control where 0% means no effect; nearly all actives have a fitted effect of over 60% in size
#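 Luminescence read-out: Huh7 cells stably expressing Rab9-luciferase, treated 24 h with compound at 37 °C, then lysed with luciferase reagent for 10 min at ambient before reading.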
# p53 reactivator: qHTS assay for re-activators of p53 using a Luc reporter; H1299 p53-A138V BP100-luciferase reporter, luminescence, 24 h; Potency, µM (titrated, usually from 92.2 µM), for inactives: top-dose activity change, positive = activation, most hits filed as activators; hit rate 0.063% among 320,000; AID 504706, 2011; also: % of control where 0% means no effect; nearly all actives have a fitted effect of over 45% in size
#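 H1299 (p53-null), stable ts p53-A138V + BP100-Luc; 1000 cells/well, Opti-MEM/10% FBS; cpd 4 pt, 1:5; 24 h, 37 deg C, 5% CO2; detection reagent 10 min RT; luminescence.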
# MLL CXXC-DNA inh: qHTS Fluorescence Polarization Assay for Inhibitors of MLL CXXC domain - DNA interaction; Histone-lysine N-methyltransferase 2A (Homo sapiens), Q03164; MLL-CXXC / FITC-HOXA9 DNA fluorescence polarization; Potency, µM (top dose mostly 115 µM), for the others: at the highest dose activity change, negative = inhibition, usual class: inhibitors; hit rate 0.037% among 290,000; AID 2662, 2010; active = well fitted inhibition curve with a large enough effect in the polarisation, with a control signal flat, not every such curve was filed as active; inconclusive = small, poorly fitted or top-dose-only effect, or effect the other way, or a change in a side signal; inactive = no such curve, though single readings can be large or run the other way; the % refers to the polarisation
#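 Purified MLL-CXXC (added from a 7 uM solution) was preincubated 5 min at ambient with pinned compounds in 50 mM Tris-HCl pH 7.5, 50 mM NaCl, 1 mM DTT, 0.05% BSA. Fluorescein-labeled HOX-A9 DNA (50 nM solution) followed, 30 min, then polarization read.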
# BRCA1 expr act: qHTS Assay to Identify Small Molecule Activators of BRCA1 Expression; MCF7-BRCA1-FFLuc reporter, luminescence, 48 h; response scale: scaled: vehicle 0%, 10 µM genistein 100%; hit rate 1.1% among 380,000; AID 624202, 2012; Potency, µM (series often up to 46.1 µM), for the others: at the highest dose activation, actives largely listed as activators; also: nearly all actives have a fitted effect of over 80% in size; some results filed as inactive show a strong effect at the top dose
#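 MCF7-BRCA1-FFLuc, 2000 cells/well; 2 h attach, 37 °C/5% CO2; compound 48 h; luciferase substrate 15 min; luminescence end-point. Norm. to genistein 10 microM max activation and DMSO; concentration-response curves fitted.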
# MBNL1-CUG inh: qHTS Assay for Inhibitors of MBNL1-poly(CUG) RNA binding | Muscleblind-like protein 1 (Homo sapiens), Q9NR56 | Potency, µM (top dose mostly 57.5 µM), for the others: at the highest dose activity change, negative = inhibition, actives largely listed as inhibitors | hit rate 0.036% among 280,000 | TR-FRET MBNL1-His/biotin-(CUG)12 binding, 665/545 ratio; active = well fitted inhibition curve with a large enough effect in the signal ratio, with a control signal flat, not every such curve was filed as active; inconclusive = small, poorly fitted or top-dose-only effect, or effect the other way, or a change in a side signal; inactive = no such curve, though single readings can be large or run the other way; the % refers to the signal ratio; also: % is scaled to controls: 0 for no effect and ±100 for the full control effect
# Target sequence (Q9NR56 whole entry, looked up): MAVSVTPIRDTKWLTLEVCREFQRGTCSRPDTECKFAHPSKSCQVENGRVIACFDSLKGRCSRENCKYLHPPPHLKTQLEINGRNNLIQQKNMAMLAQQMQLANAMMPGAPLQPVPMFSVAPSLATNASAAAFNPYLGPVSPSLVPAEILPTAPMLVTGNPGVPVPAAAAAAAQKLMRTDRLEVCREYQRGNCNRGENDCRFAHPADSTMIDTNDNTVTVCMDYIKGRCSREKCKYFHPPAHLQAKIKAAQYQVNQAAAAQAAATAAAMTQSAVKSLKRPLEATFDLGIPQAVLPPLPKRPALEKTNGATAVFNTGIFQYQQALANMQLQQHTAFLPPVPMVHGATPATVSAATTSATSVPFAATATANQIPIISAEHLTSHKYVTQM
#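 Ratiometric TR-FRET (665 over 545 nm, excitation 340 nm) tracks disruption of MBNL1-His/biotin-(CUG)12 complex after 60 min at room temperature, with compounds at 92 nM to 58 uM final.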
# * hit, by the source's call; ? = inconclusive; . = not tested or not shown; & = joins results of further samples; [ ] = remark or other dose. Unless noted, calls follow the shape of the dose curve; as a rule, active = well fitted curve in the direction sought with a large enough effect; inconclusive = small, poorly fitted or top-dose-only effect, or another doubt; inactive = no such curve, though single readings can be large; an effect the other way counts as inactive or inconclusive. Potency is read from the fitted curve at half-maximal effect.
SMILES,uPA generation,VP16 counter,RORg inh,ELG1 genotox,NPC1 promoter act,FLuc modulator,Rab9 promoter act,p53 reactivator,MLL CXXC-DNA inh,BRCA1 expr act,MBNL1-CUG inh
O=C(CSc1ccc(C(F)(F)F)cc1[N+](=O)[O-])NCCOc1ccccc1,-0.6%,-6.7%,-9.7%,1.0%,0.7%,1.8%,-4.3%,0.0%,-2.2%,-23.2%,21.1%
CCN(CC)c1ccc(C(=O)OCC(=O)NC2CCCCC2C)cc1 (stereo not drawn),4.4%,-10.2%,11.1%,-4.6%,0.1%,2.9%,-6.8%,-0.2%,0.7%,0.0%,15.2%
COc1ccc(-c2csc(NC(=O)CN3C(=O)C4CC=CCC4C3=O)n2)cc1 (stereo not drawn),?,.,.,0.4%,-3.0%,.,-1.1%,7.8%,.,-5.4%,.
CC1CN(c2ccc(C(F)(F)F)cc2[N+](=O)[O-])CCN1S(C)(=O)=O (stereo not drawn),-4.0%,-0.1%,?,-2.1%,5.8%,-0.2%,1.4%,6.1%,-4.9%,-9.0%,?
Cc1ccc(NC(=O)CSc2nnc(NC(=O)C3CC3)s2)cc1C,0.0%,-7.4%,-7.0%,11.6%,-4.2%,-0.5%,-0.4%,-6.7%,1.4%,-3.4%,2.7%
COc1ccc(C(C)=O)cc1CN1C(=O)C(C)N(c2ccc(C)cc2)C1=O (stereo not drawn),4.4%,3.7%,42.3%,-0.6%,13.6%,-0.5%,20.2%,-2.5%,-18.6%,-8.7%,-4.9%
Cc1cc(-n2cccn2)ccc1CN1CCN(CC(C)C)C(CCO)C1 (stereo not drawn),-5.6%,-1.0%,-3.3%,-5.4%,-0.9%,1.5%,-2.4%,-3.5%,-5.2%,-0.8%,-23.8%
CC(=O)Nc1ccc(S(=O)(=O)Nn2cnnc2)cc1,3.3%,6.9%,-4.6%,0.2%,-2.4%,-0.3%,?,4.4%,-15.4%,25.4%,0.1%
COc1ccc(NC(=O)c2ccc(Cl)c(NC(=O)c3ccncc3)c2)cc1,.,-5.7%,16.1%,-3.4%,-2.4%,?,-2.2%,-1.1%,29.1%,.,4.2%
CC(=O)c1c(C)[nH]c(C(=O)OCc2ccc(Br)cc2)c1C,3.2%,?,?,?,2.8%,?,2.1%,17.5%,-6.3%,57.9%,2.1%
CS(=O)(=O)NN1C(=O)c2ccccc2NC1c1ccccc1F (stereo not drawn),-4.7%,-7.4%,-0.4%,-1.4%,-0.7%,-0.9%,-0.8%,-3.0%,38.5%[activator],-3.9%,3.6%
Cc1nc2nc(Cc3ccccc3)nn2c(C)c1Cl,.,0.5%,32.5%,8.7%,1.2%,-0.9%[2.3 µM],-4.9%,-7.4%,4.9%,4.3%,0.7%
CC(C)CC1(C(=O)O)NC(c2ccccc2O)C2C(=O)N(C(C)C)C(=O)C21 (stereo not drawn),8.6%,8.2%,-11.7%,1.1%,-2.8%,-1.8%,1.0%,-6.0%,9.5%,-1.7%,-6.3%
CN1CCCN(S(=O)(=O)c2cccc(Cl)c2Cl)CC1,-1.6%,-1.7%,1.4%,-2.8%,1.5%,-1.4%,1.5%,-8.2%,33.4%[activator],1.4%,-4.8%
CCOCCCN1CC(=O)N2[C@@H](Cc3c([nH]c4ccccc34)C2(C)C)C1=O,9.6%,-3.8%,20.2%,-3.5%,-0.3%,1.3%,-1.1%[1.84 µM],-5.7%,7.0%,-19.6%,-2.7%
COc1ccc2c(c1)C(C)=CC(C)(C)N2C(=O)C(C)N1C(=O)c2ccccc2C1=O (stereo not drawn),-9.1%,0.1%,?,-9.5%,-5.5%,2.2%,0.9%,-2.7%,-10.0%,-0.1%,-6.1%
CC(C)Oc1cccc(C(=O)N/N=C/c2ccoc2)c1,0.5%,-4.0%,?,?,15.8%,10.7µM*,23.9%,14.2%,-7.9%,?,-5.7%
Cc1ccc(-c2nn(CC(=O)NC(C)c3ccccc3)c(=O)c3ccccc23)cc1 (stereo not drawn),1.6%,-5.5%,16.4%,1.5%,-3.4%,-0.7%,-8.6%,-5.8%,31.7%[activator],0.0%,7.7%
CCN(CC(=O)Nc1ccccc1OC)C(=O)CCc1ccccc1,-1.6%,-14.0%,-8.1%,0.1%,-0.9%,1.5%,-0.1%,1.0%,-6.1%,-21.9%,-7.8%
CCN1C(=O)C2C(C1=O)N1C(c3cccs3)C3C(=O)N(CC)C(=O)C3N1C2c1cccs1 (stereo not drawn),-3.1%,-8.0%,16.4%,0.8%,1.9%,2.2%,-0.8%,-2.8%,-2.4%,0.4%,1.1%
COc1ccc(N2CCc3c(C)nc4c(OC)cc(OC)cc4c32)c(OC)c1,-12.1%,-8.5%,-25.1%,-14.0%,-5.3%,-1.4%,-15.8%,-3.0%,?,-58.2%,?
Cc1cccc(C2c3[nH]c4ccccc4c3CCN2C(=O)c2cc(CC(C)C)nc(C)n2)n1 (stereo not drawn),1.2%,-0.9%,36.2%,-3.9%,-4.6%,1.4%,3.0%,-0.1%,4.8%,-32.3%,14.0%
CN(Cc1ccco1)c1ncnc2ccc(-c3ccc4c(c3)OCO4)cc12,-15.3%,-1.6%,-8.2%,-5.4%,-2.1%&2.0%,0.4%&-5.5%,-0.4%&-0.6%,2.0%,.,0.0%,.
O=C(CSc1ccc(-c2ccco2)nn1)NCCc1ccccc1,-2.5%,3.5%,30.0%,-1.0%,-0.2%,-14.8%,-0.2%,1.6%,-0.4%,-14.8%,9.1%
OCC1(Cc2cccc(F)c2)CCN(Cc2ccc3cccc(F)c3n2)CC1,0.2%,-5.2%,14.0%,-7.5%,-5.9%,0.4%,-3.2%,-2.5%,3.0%,-11.5%,-8.3%

# New compounds follow.
SMILES,uPA generation,VP16 counter,RORg inh,ELG1 genotox,NPC1 promoter act,FLuc modulator,Rab9 promoter act,p53 reactivator,MLL CXXC-DNA inh,BRCA1 expr act,MBNL1-CUG inh
Cc1cc(OCCN2CCCC2)ccc1[N+](=O)[O-],3.3%,-1.3%,-8.5%,-0.2%,-0.1%,0.8%,2.3%,12.7%,5.0%,-6.2%,7.3%
Cc1cccc(OCCCC(=O)Nc2ccc(S(N)(=O)=O)cc2)c1,1.3%,14.7%,17.0%,-0.6%,-1.5%,4.0%,-13.2%,0.6%,4.6%,-4.8%,-0.7%
Cn1cnc2cc(OC(=O)c3ccccc3)ccc21,3.5%,9.3%,8.8%,3.6%,-1.9%,19µM*,-6.7%,4.4%,80.3%[activator],9.1%,0.0%
Cc1c(C(=O)N2CCCCC2)c(S(=O)(=O)N2CCc3ccccc32)c(C)n1C,1.7%,-0.9%,-4.4%,1.5%,-0.4%,0.7%,-3.0%,-1.8%,-7.5%,-7.1%,-2.7%
O=C(COc1ccccc1[N+](=O)[O-])OCCCOC(=O)COc1ccccc1[N+](=O)[O-],5.8%,-11.1%,6.7%,-5.3%,2.3%,-15.9%,3.8%,22.0%,10.7%,-2.6%,-1.4%
COc1ccccc1NC(=O)NC1(C(=O)N2CCN(C)CC2)CCCCC1,4.5%,7.6%,-26.2%,0.8%,2.0%,-0.8%,0.3%,-2.5%,-2.4%,-2.5%,-7.4%
O=C(Oc1ccc(Br)cc1C(=S)N1CCOCC1)c1ccc(F)cc1,4.8%,-2.5%,-5.9%,-1.9%,-3.1%,-9.4%,11.3%,3.7%,52.9%[activator],0.7%,4.0%
CC(=O)Nc1ccccc1C(=O)C(=O)Nc1cccc(C(=O)NCc2ccc(C)cc2)c1,.,3.1%,13.3%,-0.4%,8.2%,-14.2%,-4.7%,-8.8%,1.6%,.,10.1%
COc1ccc2c(c1)c(CC(=O)OCC(=O)N(C)C)c(C)n2C(=O)c1ccc(Cl)cc1,-10.6%,15.3%,-7.9%,-7.9%,-7.8%,-0.8%,0.6%,-3.8%,-6.6%,-18.5%,2.1%
COc1cc(NC(=S)NCCc2ccccc2)c(OC)cc1NC(=O)C(C)C,4.2%,-27.6%,?,-2.6%,-0.6%,-2.6%,-3.6%,-3.2%,-5.0%,3.7%,-11.9%

# The list is partial (hit frequency here may not be typical).
